HGIII-sPLA2 inh – Blocks human group III sPLA2 activity; Q9NZ20; QFRET BODIPY PC-A2 liposome hydrolysis, fluorescence; inhibition, % at 12.2 µM; 370,000 compounds, 0.56% hits; AID 743126;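 active = inhibition above mean plus 3 SD of compounds lying within the high and low control bounds, cut at about 19% in these data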;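 note: 0% = median of test compound wells and 100% = no enzyme DMSO wells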
GC-A act – GC-A (human) enzyme activation | HEK293 GC-A cells, cGMP TR-FRET, EC30 ANP; 0% at EC30 ANP, 100% saturating ANP | activation, % at 10 µM | AID 1671463 | 370,000 compounds, 0.14% hits | P16066; in the data active = activation above about 40%
hcDAF12 agonist – activators of H. contortus DAF-12 nuclear receptor | HEK293 hcDAF-12 lit1-tk-luc reporter, luminescence; 0% DMSO, 100% Δ7-dafachronic acid | activation, % at 6.8 µM | 370,000 compounds, 1.4% hits | AID 652067;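 active = activation above the mean of all tested compounds plus 3 SD, cut at about 5.5% in these data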;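 note: 100% = response to 3 µM Δ7-dafachronic acid high control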
NPR2 activator – GC-B (human) receptor activation; HEK293-GC-B cells, CNP EC30, cGMP TR-FRET; 0% at EC30 CNP, 100% saturating CNP; activation, % at 10 µM; 370,000 compounds, 0.11% hits;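 active = activation at 10 µM reaching about 35% in either raw or pattern-adjusted values, limit read from the data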
ssDAF-12 act – S. stercoralis DAF-12 activation, primary screen | HEK293 ssDAF-12/GRIP1 lit1-tk-luc reporter, luminescence; % of 3 µM dafachronic acid response | 370,000 compounds, 1% hits | activation, % at 6.8 µM | AID 652126;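 active = activation above the mean over all tested compounds plus 3 SD, cut at about 0.9% in these data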;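 note: 0% = DMSO-only wells and 100% = 3 µM delta7-dafachronic acid wells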
DAX1 inh-1 – inhibitors of human orphan nuclear receptor DAX1 (NR0B1); 340,000 compounds, 0.99% hits; inhibition, % at 6.75 µM; P51843; HEK293 Gal4-DAX1 luciferase reporter, luminescence; AID 504766;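 active = inhibition above the mean over all tested compounds plus 3 SD, cut at about 4.2% in these data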;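 note: 0% = DAX1-transfected cells with DMSO and 100% = empty-vector control cells with DMSO; inhibition shows as a rise in luminescence from relieved DAX1 repression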
Target sequence (P51843 207-470 limits assumed): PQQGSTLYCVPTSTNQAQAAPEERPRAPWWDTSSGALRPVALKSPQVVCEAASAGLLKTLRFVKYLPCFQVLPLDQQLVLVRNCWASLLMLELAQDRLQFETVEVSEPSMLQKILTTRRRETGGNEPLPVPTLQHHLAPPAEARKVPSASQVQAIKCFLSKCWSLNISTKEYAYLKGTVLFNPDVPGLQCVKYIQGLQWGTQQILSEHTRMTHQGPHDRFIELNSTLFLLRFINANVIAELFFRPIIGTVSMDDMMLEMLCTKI
ADAM10 inh – inhibitors of human ADAM10; O14672; recombinant ADAM10, EDANS/DABCYL FRET peptide cleavage, 3 h; inhibition, % at 7 µM; 370,000 compounds, 0.62% hits;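 active = inhibition above a per-campaign cutoff equal to the mean of compounds falling between control-based bounds plus 3 SD, cut at about 20% in these data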;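 note: 0% = DMSO wells while the 100% control is not disclosed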
Target sequence (O14672 214-748 limits assumed): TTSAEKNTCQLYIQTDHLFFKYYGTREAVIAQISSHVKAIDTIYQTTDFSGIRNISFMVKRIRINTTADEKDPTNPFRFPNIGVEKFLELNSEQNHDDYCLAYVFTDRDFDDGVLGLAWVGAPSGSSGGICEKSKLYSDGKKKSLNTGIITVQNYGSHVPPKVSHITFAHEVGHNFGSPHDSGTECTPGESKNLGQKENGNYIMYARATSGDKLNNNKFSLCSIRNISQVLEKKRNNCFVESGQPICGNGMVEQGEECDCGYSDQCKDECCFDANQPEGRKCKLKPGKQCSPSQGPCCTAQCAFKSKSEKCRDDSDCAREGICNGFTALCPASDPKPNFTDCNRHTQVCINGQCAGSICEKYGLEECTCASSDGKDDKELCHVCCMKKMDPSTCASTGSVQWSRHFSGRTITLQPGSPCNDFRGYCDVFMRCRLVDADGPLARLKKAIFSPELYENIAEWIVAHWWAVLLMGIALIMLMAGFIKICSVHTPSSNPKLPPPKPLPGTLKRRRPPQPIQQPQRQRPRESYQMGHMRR
hgDAF12 agonist – hgDAF-12 agonism, primary luciferase screen. HEK293 GAL4-hgDAF12 UAS-luciferase reporter, agonist luminescence; normalized to butyrate control. activation, % at 6.8 µM. 370,000 compounds, 1.8% hits. AID 687014;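 active = activation above a cutoff set at the mean of all screened compounds plus 3 SD, cut at about 10% in these data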;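 note: 0% = DMSO wells and 100% = sodium butyrate wells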
SMARCA2 activ – SMARCA2 function activation, primary screen; MG213 cells, MMTV-luciferase reporter, dexamethasone, overnight; activation, % at 9.1 µM; 370,000 compounds, 1% hits; AID 652017; in the data active = activation above about 7.8%;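 note: 0% = vehicle wells and 100% = reference activator wells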
GAA850 FXN act – frataxin GAA850 promoter activation; HEK293 lucGAA850 FXN promoter luciferase reporter, 24 h; percent of 10 µM SAHA response; activation, % at 6 µM; 360,000 compounds, 0.56% hits; AID 540364;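 active = activation above the average of all compounds screened plus 3 SD, cutoff fixed separately per campaign, cut at about 7.5% in these data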;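 note: 0% = DMSO wells and 100% = 10 µM SAHA wells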
DAX1 inh-2 – DAX1 (NR0B1) inhibition, primary screen | 370,000 compounds, 1.1% hits | inhibition, % at 6.8 µM | AID 652010 | HEK293T StAR-luciferase reporter, SF-1/DAX-1 repression relief;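 active = inhibition above the mean over all tested compounds plus 3 SD, cut at about 3.6% in these data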;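 note: 0% = DAX-1 cells with DMSO and 100% = cells lacking DAX-1 with DMSO; higher inhibition means more luminescence from relief of DAX-1 repression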
Starred values were filed as active, the others as inactive; i = inactive; · = no result given. Not a hit list; overall some 6.6% were active at least once.

Order of values – HGIII-sPLA2 inh	GC-A act	hcDAF12 agonist	NPR2 activator	ssDAF-12 act	DAX1 inh-1	ADAM10 inh	hgDAF12 agonist	SMARCA2 activ	GAA850 FXN act	DAX1 inh-2
> O=C(O)COc1ccccc1/C=N/NC(=O)c1cc(-c2ccc(Cl)cc2)nc2ccccc12
→ -23	-3	-0.5	1	-1.3	-0.2	7	4.2	1	1.7	0.0
> O=S(=O)(c1ccc(Cl)s1)N1CCC(Cc2ccccc2)CC1
→ -2	2	1.0	-2	-1.2	0.2	-3	-1.9	-2	0.5	-0.4
> Cn1c(SCCOc2ccccc2F)nc2ccccc2c1=O
→ 2	-1	-1.5	1	-1.7	-1.3	10	1.1	-2	2.0	-0.9
> Cc1ccc(NS(=O)(=O)c2c(C)[nH]c(C)c2C(=O)N2CCCCC2)c(Br)c1
→ -1	-4	-1.6	0	-0.8	-0.1	4	-1.5	1	0.7	0.0
> COc1ccc(-c2c(C(F)(F)F)nn(C)c2NC(=O)CSCC(=O)O)cc1
→ -1	-1	-2.1	3	-1.1	·	1	-1.2	-2	1.4	0.6
> CC(OC(=O)c1cccc(Cl)c1)C(=O)NC1CCCCC1C (configuration not stated)
→ -3	0	-1.1	1	-1.4	0.9	1	-1.3	-2	-0.6	-1.9
> Cc1cc(C)c(C)c(S(=O)(=O)N[C@@H](C)C(=O)OC(C)C(=O)NC(N)=O)c1C (some centres not stated)
→ -3	2	-1.9	-6	-1.6	0.1	0	0.6	0	2.2	0.5
> COc1cc(/C=N/n2cnnc2)ccc1OC(=O)c1ccco1
→ 2	0	-0.5	-1	-1.6	-0.3	3	-3.4	0	-1.3	0.3
> COP(=O)(/C=C/c1ccccc1)C(O)c1ccc(F)cc1 (configuration not stated)
→ -1	0	-2.1	4	-1.4	0.8	-3	-3.3	0	1.6	-0.1
> Cc1nc(C#N)c(N/N=C/c2cccc(Cl)c2)o1
→ 16	17	1.4	2	-1.0	0.6	-9	4.1	7	1.6	2.3
> O=C(CN1CCCC1)Nc1ccc(-c2nc3cc(NC(=O)CN4CCCC4)ccc3o2)cc1
→ -11	1	2.2	-4	-1.6	5.8*	i	5.6	8	-2.1	-0.2
> CCCN(C(=O)CSc1nc2cc(S(=O)(=O)N(CC)CC)ccc2o1)C1CCS(=O)(=O)C1 (configuration not stated)
→ -8	-4	-0.1	-1	-1.0	-0.6	1	0.9	-3	0.4	0.9
> Cc1cc(N2C(=O)C(O)=C(C(=O)c3ccc(C)o3)C2c2cccs2)no1 (configuration not stated)
→ 4	18	-2.0	-1	-1.1	-0.7	-18	0.2	0	-0.9	-0.3
> COc1ccc(N2C(=O)C(CN3CCN(C)CC3)C2c2ccccc2)cc1 (configuration not stated)
→ -9	-6	-1.4	0	-1.0	0.2	-1	2.3	1	-0.3	0.2
> CCc1cc[n+](CC(=O)Nc2ccc(Cl)cc2Cl)cc1
→ -7	5	0.1	1	-0.7	-0.4	2	2.7	-2	2.1	-0.1
> O=C(COc1ccc(/C=N/NC(=O)C(=O)N2CCCCCC2)cc1)Nc1ccccc1Cl
→ -13	-1	-5.0	1	-1.5	-2.7	0	-2.9	-2	1.6	-1.0
> Cc1ccc(CN(C(=O)c2csnn2)C(C(=O)NC2CCCC2)c2ccco2)cc1 (configuration not stated)
→ -3	-7	3.8	-4	-0.8	-0.5	-2	-1.0	0	2.0	-0.4
> CSc1ccccc1NC(=O)CN(C)CC(=O)Nc1cc(C)ccc1C
→ -2	-2	-1.0	6	-1.2	-1.6	-3	5.2	-1	0.0	-0.5
> O=S(=O)(Nc1nccs1)c1ccc(F)cc1
→ 2	·	-1.6	·	-1.1	2.5	-6	-1.4	-5	0.9	-0.3
> O=C(O)CSc1nnc(-c2ccco2)o1
→ 7	4	-0.7	4	-1.0	0.2	-10	2.3	-1	-1.0	-0.4

Ordered by the number under hcDAF12 agonist (rising): some entries from above
Molecule | hcDAF12 agonist
COP(=O)(/C=C/c1ccccc1)C(O)c1ccc(F)cc1 (configuration not stated) | -2.1
Cc1cc(N2C(=O)C(O)=C(C(=O)c3ccc(C)o3)C2c2cccs2)no1 (configuration not stated) | -2.0
Cc1cc(C)c(C)c(S(=O)(=O)N[C@@H](C)C(=O)OC(C)C(=O)NC(N)=O)c1C (some centres not stated) | -1.9
O=C(O)CSc1nnc(-c2ccco2)o1 | -0.7

(list continues)
Order of values – HGIII-sPLA2 inh	GC-A act	hcDAF12 agonist	NPR2 activator	ssDAF-12 act	DAX1 inh-1	ADAM10 inh	hgDAF12 agonist	SMARCA2 activ	GAA850 FXN act	DAX1 inh-2
> CC(C)(C)N(Cc1ccccc1)C(=O)COC(=O)c1ccc(S(=O)(=O)N2CCOCC2)cc1
→ -21	-1	1.3	-2	-0.9	0.6	-2	2.8	0	-0.9	-0.5
> C[C@@H](NC(=O)[C@@H]1Cc2ccccc2CN1)C(=O)Nc1ccc2c(c1)OCCO2
→ 6	1	0.0	1	-1.3	1.1	-5	7.6	1	-2.3	0.1
> CCN1CCN(c2nc3c(c(=O)[nH]c(=O)n3C)n2Cc2ccccc2)CC1
→ 2	-2	-0.7	1	-1.0	-0.2	5	-0.9	4	1.3	0.3
> Cc1nc(SCc2ccccc2)n[nH]1
→ 9	-1	-0.7	-2	-0.3	1.9	-3	3.4	1	0.8	-0.4
> Cc1ccccc1NS(=O)(=O)c1ccc(OCC(=O)NCc2ccco2)cc1
→ -12	-1	-2.3	-2	-1.1	-0.3	-6	-1.1	-2	1.3	-2.0
> COc1cccc(CNC(=O)CCC(=O)N2CCSc3ccccc32)c1OC
→ 5	-1	-1.6	0	-1.4	-0.2	-3	1.7	-6	1.7	0.3
> Cc1cccc(N2C(=O)N3[C@@H]4c5ccccc5OC[C@@H]4[C@@H](c4ccccc4)[C@@]3(C)C2=O)c1
→ -7	-1	-2.3	0	-0.9	-0.1	16	-0.8	0	-1.6	-0.5
> CCN1CCC(O)(C#Cc2ccccc2)CC1
→ 0	3	-0.8	0	-0.5	0.2	6	-0.1	6	-0.9	0.1
> CCNc1cc2oc(=O)c(CN3CCOCC3)c(C)c2cc1C
→ 4	8	-0.1	6	-0.9	-0.7	i	2.6	-1	-2.0	-0.2
> CN(C)CC1CCC/C(=C\c2ccc(OC(=O)/C=C/c3ccc(Cl)c(Cl)c3)cc2)C1=O (configuration not stated)
→ 13	0	-0.1	-2	-0.6	-0.3	-8	3.2	1	0.7	1.5
> O=C(Nc1cccnc1)OCc1ccccc1
→ -2	2	0.1	2	-0.4	0.8	7	1.9	5	1.4	0.6
> COc1cc(/C=C/C(=O)N(C)CC(=O)Nc2ccccc2Br)cc2c1OCCO2
→ -6	-4	0.0	3	-1.9	1.0	-95	1.3	2	1.6	-1.6
> O=C(COc1ccccc1N1C(=O)C2C3C=CC(C3)C2C1=O)c1ccccc1 (configuration not stated)
→ -10	0	0.4	1	-1.8	0.6	-2	-1.2	2	0.1	0.0
> O=C(Oc1cc(-c2ccccc2)no1)c1cccc(C(F)(F)F)c1
→ 5	3	0.0	5	-0.7	1.4	6	0.9	0	-1.2	0.4
> CCOc1ccc(S(=O)(=O)N/N=C(\C)C2CCCCC2)cc1
→ -4	1	0.4	6	-0.9	-0.4	4	1.8	-4	-0.8	0.5
> COc1cccc(/C=N/NC(=O)CCn2cnc3ccccc32)c1
→ 5	-4	-0.6	2	-0.7	1.2	-8	0.1	-1	-0.4	-0.6
> CCOc1cc(C2C(C#N)=C(N)OC(C)=C2C(C)=O)cc(Br)c1O (configuration not stated)
→ -11	1	0.2	-3	-1.1	-0.4	3	-3.6	-1	-0.2	0.8
> CCCCN(C(=O)C1CC(=O)N(c2ccc3c(c2)OCCO3)C1)c1c(N)n(CC(C)C)c(=O)[nH]c1=O (configuration not stated)
→ -6	3	-0.8	0	-1.3	1.8	0	-2.1	0	0.7	0.3
> CC1(C(=O)NS(=O)(=O)c2cccc(C#N)c2)CCN1C(=O)CC1CCCCC1 (configuration not stated)
→ 12	5	-0.2	-3	-1.1	·	-27	-2.6	-4	-0.7	-1.1
> CCOC(=O)c1csc(NC(=O)C2CCCN(S(=O)(=O)c3cc(OC)ccc3OC)C2)n1 (configuration not stated)
→ -15	3	-3.9	5	-0.6	·	0	-2.0	-6	·	-2.2

Brought forward from above: 3 compounds; new compounds follow.
Order of values – HGIII-sPLA2 inh	GC-A act	hcDAF12 agonist	NPR2 activator	ssDAF-12 act	DAX1 inh-1	ADAM10 inh	hgDAF12 agonist	SMARCA2 activ	GAA850 FXN act	DAX1 inh-2
> CCCCN(C(=O)C1CC(=O)N(c2ccc3c(c2)OCCO3)C1)c1c(N)n(CC(C)C)c(=O)[nH]c1=O (configuration not stated)
→ -6	3	-0.8	0	-1.3	1.8	0	-2.1	0	0.7	0.3
> CC1(C(=O)NS(=O)(=O)c2cccc(C#N)c2)CCN1C(=O)CC1CCCCC1 (configuration not stated)
→ 12	5	-0.2	-3	-1.1	·	-27	-2.6	-4	-0.7	-1.1
> CCOC(=O)c1csc(NC(=O)C2CCCN(S(=O)(=O)c3cc(OC)ccc3OC)C2)n1 (configuration not stated)
→ -15	3	-3.9	5	-0.6	·	0	-2.0	-6	·	-2.2
> CCC(=O)N(CCC(Cc1ccccc1)c1ccc2c(c1)OCO2)Cc1ccccc1F (configuration not stated)
→ -5	-4	0.4	-9	-1.1	0.6	11	-2.5	2	0.8	-1.0
> COc1ccc(NS(=O)(=O)c2cccc(C(=O)NNC(=O)CNC(=O)c3ccccc3)c2)cc1
→ -13	-2	-0.3	-1	-1.4	-0.5	9	5.9	-1	-1.7	0.2
> Cc1ccc(SCC(=O)Nc2nccs2)cc1
→ 2	2	0.7	-2	-0.6	-0.1	4	4.4	7.8*	1.8	1.3
> CCC(C)NC(=O)CCc1c(C)nc2c(c(C)nn2-c2ccccc2)c1C (configuration not stated)
→ -6	-1	-1.7	-1	-1.2	-1.8	-52	-3.1	1	-0.6	-0.2
> COc1ccc(OC)c(N(CC(=O)NCc2ccccc2)S(=O)(=O)c2ccc(OC)c(OC)c2)c1
→ -8	-9	-1.4	0	-0.1	-0.3	-3	-1.8	-2	-6.7	0.4
> CN1CCCN=C1/C=C/c1cccs1
→ 5	1	1.5	5	-0.1	0.9	5	-1.1	0	2.7	-2.1
> COc1ccc(S(=O)(=O)Nc2c(C)c(C)cc3c2ncn3C)cc1
→ -3	-1	-1.4	-9	-1.3	-0.6	-1	-1.6	1	1.4	-0.4
> Cc1occc1C(=O)NCc1nc(-c2ccccc2)no1
→ 6	-2	-1.1	0	-1.4	0.5	2	0.0	0	-0.1	-0.1
> O=C(Nc1ccc(F)cc1)c1ccccc1Oc1ccc(C(F)(F)F)cc1[N+](=O)[O-]
→ -20	-4	-0.1	-4	-1.6	-0.5	17	0.5	-3	-0.1	-0.1
> Brc1cc(Br)c(Oc2cc(Br)c(Br)cc2Br)cc1Br
→ 2	0	1.4	-5	-0.8	0.0	2	-1.0	5	1.9	-0.7
> COCCn1c(-c2ccc(OC)cc2)nc2ccccc21
→ 2	2	-1.0	1	-0.9	2.7	-6	3.8	-2	1.7	0.7
> CNC(=O)CSCc1c(Cl)cccc1Cl
→ 10	1	-1.1	9	-1.1	0.9	1	-1.9	-2	2.0	0.4

Screening results from PubChem.
